CCT chaperon mod = changes cytosolic chaperonin activity; purified chaperonin ATPase assay, HTRF ADP detection, 30 min; activity change, % (no concentration beside the values), hits read low; actives 0.3% (n = 360,000); in the data active = activity change below about -30%; note: % is set by controls: 0 for no effect and ±100 for the full control effect
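We incubate TRiC, 40 or 20 nM final, with library compounds at 76 uM and 10 uM ATP for 30 min at 37 °C. ADP formed is detected with Transcreener HTRF reagents after 30 min at room temperature.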
pAkt inh = Akt phosphorylation inhibition | activity change, % for hits at 50 µM | Neuro2A IGF-stimulated pAkt S473 HTRF, 20 min; active compounds read low | AID 651550 | actives 0.32% (n = 360,000); in the data active = activity change below about -80%; inconclusive = mostly about -51% to -80%; note: % is set by controls: 0 for no effect and ±100 for the full control effect
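Neuro2A cells in DMEM with 0.5% FBS, overnight at 37 deg C, given compound at single 50 µM final, then IGF (6 nM final) for 20 min at 37 deg C. Lysed; phospho-Akt Ser473 by HTRF after 24 h, 665/615 ratio.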
EPAC2 antagonist = EPAC2 (human) antagonism; EPAC2 GEF exchange of Rap1B-BODIPY-GDP, fluorescence; actives 0.18% (n = 360,000); Potency, µM (top dose mostly 114 µM), for the others: top-dose activity, negative = inhibition, actives largely listed as inhibitors; Q8WZA2; AID 720708; note: potency is the fitted concentration of half-maximal effect; % is set by controls: 0 for no effect and ±100 for the full control effect; nearly all actives have a fitted effect of over 45% in size; many of its hits are not listed in these tables
D3 ag = D3 dopamine receptor (human) agonism; max activation, %; D3R DiscoveRx beta-arrestin cells, luminescence, 90 min; actives 0.58% (n = 410,000); in the data active = max activation above about 30%; note: 0% is about no effect; mostly tested at two doses, the higher about 12 µM
Target sequence (P35462 whole entry, looked up): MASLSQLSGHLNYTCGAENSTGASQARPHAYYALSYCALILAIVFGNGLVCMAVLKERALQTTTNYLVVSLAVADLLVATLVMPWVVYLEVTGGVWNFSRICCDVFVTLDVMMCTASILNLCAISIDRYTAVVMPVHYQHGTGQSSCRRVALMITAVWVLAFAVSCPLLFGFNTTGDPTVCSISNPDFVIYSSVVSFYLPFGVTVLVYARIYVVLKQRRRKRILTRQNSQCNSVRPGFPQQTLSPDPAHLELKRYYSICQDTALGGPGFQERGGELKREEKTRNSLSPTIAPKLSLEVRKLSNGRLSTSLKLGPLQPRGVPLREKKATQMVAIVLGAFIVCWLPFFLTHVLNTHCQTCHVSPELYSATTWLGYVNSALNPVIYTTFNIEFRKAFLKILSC
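Agonist-mode cell screen: cells plated at 1500/well and incubated overnight at 37 °C, then exposed to library compounds for 90 min at 37 °C. Detection reagent was added for 30–60 min at room temperature, and luminescence was read.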
D3 antag = antagonists of human D3 dopamine receptor | P35462 | D3R cells, DiscoveRx beta-arrestin luminescence, antagonist mode; active compounds read low | max response, negative = inhibition, % | actives 2.5% (n = 360,000) | AID 652054; in the data active = max response below about -50%; inconclusive = no clear call, values can overlap the other calls; note: % is set by controls: 0 for no effect and ±100 for the full control effect; mostly tested at two doses, the higher about 12 µM
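Cells expressing the human receptor were seeded at 1500 cells/well, incubated overnight at 37 degrees C in 5% CO2, then exposed to library compounds with dopamine controls for 90 minutes at 37 degrees C before luminescent detection.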
PTHR1 ag = activates the human parathyroid hormone receptor PTHR1; Q03431; Potency, µM (doses to about 115 µM), inactives show top-dose activation, actives largely listed as activators; AID 743266; actives 0.075% (n = 410,000); HEK293 GP2 PTHR1 cells, GloSensor cAMP luminescence, 1 h; note: potency is the fitted concentration of half-maximal effect; nearly all actives have a fitted effect of over 55% in size; some results filed as inactive show a strong effect at the top dose; inactives centre near -15; many of its hits are not listed in these tables
Target sequence (Q03431 whole entry, looked up): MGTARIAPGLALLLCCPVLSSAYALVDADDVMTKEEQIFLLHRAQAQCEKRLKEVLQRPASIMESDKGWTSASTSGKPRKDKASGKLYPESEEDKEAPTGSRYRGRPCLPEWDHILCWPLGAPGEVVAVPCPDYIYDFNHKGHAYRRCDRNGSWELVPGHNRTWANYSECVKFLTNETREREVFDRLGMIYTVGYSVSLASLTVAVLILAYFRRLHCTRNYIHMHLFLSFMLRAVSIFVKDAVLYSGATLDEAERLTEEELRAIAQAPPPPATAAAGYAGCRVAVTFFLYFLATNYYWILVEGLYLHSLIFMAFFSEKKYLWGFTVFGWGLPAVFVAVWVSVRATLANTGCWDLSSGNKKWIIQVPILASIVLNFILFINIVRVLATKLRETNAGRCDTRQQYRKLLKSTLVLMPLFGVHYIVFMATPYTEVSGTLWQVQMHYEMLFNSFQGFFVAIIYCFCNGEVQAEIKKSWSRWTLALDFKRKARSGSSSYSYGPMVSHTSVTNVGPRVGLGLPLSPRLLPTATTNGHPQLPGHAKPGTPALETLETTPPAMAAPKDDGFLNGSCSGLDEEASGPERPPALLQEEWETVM
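HEK-293-derived GP2 cells expressing PTHR1 and a GloSensor cAMP reporter, 3,000/well, plated overnight, given luciferin plus IBMX (each 0.5 mM as added) for 1 h at 37 °C, then compound for 1 h at 37 °C. Luminescence was read after 15 min at room temperature.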
Mm-Cpn inhibitor = M. maripaludis TRiC chaperonin inhibition. Potency, µM (highest dose often 76.9 µM), for the others: at the top dose activity, negative = inhibition, usual class: inhibitors. purified Mm-Cpn ATPase, ADP Transcreener TR-FRET. AID 504842. actives 0.031% (n = 330,000); note: potency is the fitted concentration of half-maximal effect; % is set by controls: 0 for no effect and ±100 for the full control effect; nearly all actives have a fitted effect of over 80% in size
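ATPase read-out: TR-FRET ADP immunoassay (anti-ADP Eu cryptate vs ADP-d2), ex 320 nm, em 590/665 nm; signal drops as ADP forms. Enzyme 25 nM, ATP 10 uM, 30 min at 37°C after 10 min compound preincubation.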
EPAC2 ag = agonists of human EPAC2 (RAPGEF4). actives 0.079% (n = 360,000). Q8WZA2. Potency, µM (series often up to 154 µM), for the others: at the top dose activation, actives largely listed as activators. EPAC2 activation, biochemical qHTS; response scale: 100% = 6.5 mM cAMP response; note: potency is the fitted concentration of half-maximal effect; nearly all actives have a fitted effect of over 50% in size
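Setup: EPAC2 100 nM, labeled Rap1B complex 250 nM, free GDP 50 uM. Compound titrations pinned in, brief spin, 5 min room temperature incubation. Kinetic fluorescence read over 30 min, normalized to 6.5 mM cAMP.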
Active calls of the source: *; i = inactive; ? = inconclusive; . = not tested or not shown; [ ] = another dose, or the depositor's remark. Unless noted, calls come from the whole dose curve; as a rule, active = well fitted curve in the direction sought with a large enough effect; inconclusive = small, poorly fitted or top-dose-only effect, or another doubt; inactive = no such curve, though single readings can be large; an effect the other way counts as inactive or inconclusive. Only part of the results is shown; count on the stated rates, not on these rows.

SMILES	CCT chaperon mod	pAkt inh	EPAC2 antagonist	D3 ag	D3 antag	PTHR1 ag	Mm-Cpn inhibitor	EPAC2 ag
CCCCn1c(SCc2cccc([N+](=O)[O-])c2)nc2ccsc2c1=O	1.1	i	4%	4	18	-25%	2%	3%
O=C(N=Nc1c(O)[nH]c2ccccc12)Nc1ccccc1	-0.7	i	-2%	-12	?	-6%	.	-5%
O=C(O)c1ccccc1SCC(=O)N1CCc2ccccc21	-3.8	i	-9%	1	-7	-22%	-1%	9%
O=C(NCC1CCOCC1)C1Cc2c(-c3ccccc3Oc3ccccc3)ccnc2O1 (stereo not drawn)	1.0	i	12%	-4	-8	i	.	0%
CCSc1nc2[nH]ncc2c(=O)[nH]1	-2.1	i	3%	1	-7	i	2%	3%
Cc1ccc(S(=O)(=O)CCC(=O)Nc2cccc(S(=O)(=O)N3CCCCCC3)c2)cc1	-1.7	i	-1%	5	-3	-32%[inhibitor]	-1%	4%
Cc1ccc(-c2ccc(CN3C(C)C(=O)N(Cc4cn(CC5CCCCC5)nn4)CCS3(=O)=O)cc2)cc1 (stereo not drawn)	0.4	i	-2%	-9	0	-84%[inhibitor]	.	10%
Cc1ccc(CNC(=O)COC(=O)c2ccc(S(=O)(=O)N3CCCCCC3)cc2)cc1	1.6	i	-1%	5	0	i	?	2%
C=CCOc1ccccc1CN1CCC(C(=O)Nc2cccc(-c3ccn[nH]3)c2)CC1	-0.1	i	-4%	-12	-20	-10%	-1%	6%
O=C(CSc1nnnn1C1CCCC1)NCCc1ccccc1	-0.6	i	9%	5	-2	i	-1%	8%
COC(=O)[C@]12CCCCC=C1N(Cc1ccc3c(c1)OCO3)C(=O)[C@H](CC(=O)NCCc1ccccc1OC)C2	.	i	-8%	-14	-2	-5%	.	11%
Cc1cc(C(=O)Nc2ccccc2N2CCOCC2)c2ccccc2n1	0.9	i	-16%	-1	10	-10%[57.5 µM]	0%	-1%
CC(=O)Nc1c(C(=O)O)oc2ccc(Cl)cc12	0.4	i	-4%	-4	-11	i	0%	-1%
CCOc1ccc(NS(=O)(=O)c2c(C(=O)N3CCCCCC3)c(C)n(C)c2C)cc1	-3.4	i	4%	5	2	-7%	-2%	6%
O=C(C1CCC(CNc2c(N3CCCC3)c(=O)c2=O)CC1)N1CCc2ccccc21 (stereo not drawn)	-5.6	i	-1%	-5	-12	i	1%	3%
CCc1c(-c2ccccc2)nc(N)c(C#N)c1-c1cccs1	1.6	i	-11%	-1	-14	-40%[inhibitor]	-8%	-5%
C1CCCC(N2CCNCC2)CC1	-2.7	i	2%	-14	-24	-25%[57.5 µM]	2%	9%
CCOC(=O)N1CCC(NC(=O)c2ccc(OC)c(CN3CC(=O)N4CCCC4C3=O)c2)CC1 (stereo not drawn)	-0.8	i	-2%	-12	19	-21%	0%	-6%
Cc1cc(C)nc(SCCC(=O)Nc2ccccc2)n1	-5.6	i	-2%	-18	-28	i	1%	12%
C/C(=N/NC(=O)c1cccs1)c1ccc(NC(=O)COc2ccc(Cl)cc2Cl)cc1	-1.2	i	-1%	-3	-3	i	2%	-2%
Cc1ccc(C(=O)NN=Cc2ccc3c(c2)OCO3)cc1	0.1	i	4%	-2	0	i	.	8%
O=C(CCSc1ccccc1)Nc1nc2c(s1)COc1ccccc1-2	-0.4	i	-2%	0	6	-26%	-2%	19%
CCOC(=O)c1cc(-c2cccnc2)nn1-c1ccccn1	-2.2	i	-1%	8	12	i	0%	10%
Cc1nc(SCc2nc3c(O)cccc3[nH]2)c2oc3ccccc3c2n1	.	.	-14%	.	.	i	-2%	-5%
COc1cc(C)ccc1OC(C)C(=O)Nc1ccc(N2CCCCC2)cc1 (stereo not drawn)	-2.5	i	-2%	6	-8	-6%	1%	-5%
CC(C)(C)c1ccc(C(=O)Nc2ccc(C=C(C#N)C#N)cc2)cc1	-2.1	i	6%	1	-11	-48%[inhibitor]	-2%	-6%
CCOC(=O)CC1=CC(C)(CC(=O)OCC)C(C#N)(C#N)C(N)=C1C#N (stereo not drawn)	0.9	i	0%	5	-19	i	0%	-5%
C=CCN(c1nc(C)cc(OC)n1)S(=O)(=O)c1ccccc1	-3.2	i	-28%	3	-10	-2%	2%	11%
COc1ccc(N[C@@H]2CCN3C(=O)c4ccccc4[C@@H]3C[C@H]2O)cc1	0.2	i	9%	9	29	i	0%	12%
Cc1cc(=O)[nH]c(Nc2ccc(Cl)cc2)n1	-3.1	i	3%	22	-3	-18%	0%	-4%
COc1ccc(-c2nc(CS(=O)CC(=O)NCCCN3CC(C)CC(C)C3)c(C)o2)cc1OC (stereo not drawn)	-0.4	i	-2%	2	?	-7%[57.5 µM]	3%	3%
Cc1cc(C(=O)CCC(=O)NCC(=O)Nc2c(C)cccc2C)c(C)s1	-1.4	i	7%	4	-3	i	-18%	2%
COc1cccc(N2CCN(c3ccc4nnc(CCC(=O)Nc5ccccn5)n4n3)CC2)c1	0.0	i	-12%	8	19	i	-1%	-2%
Cc1ccc(O)c(-c2cc(C(=O)NCc3ccccc3)[nH]n2)c1	-3.5	i	-5%	12	-13	-23%	1%	7%
O=C(COC(=O)c1ccc(Br)o1)Nc1cccc(S(=O)(=O)N2CCCCCC2)c1	2.5	i	-1%	1	25	-13%[57.5 µM]	-1%	11%
O=C(N/N=C/c1ccco1)c1ccc(Br)o1	1.0	i	-11%	-10	-14	-39%[inhibitor][57.5 µM]	1%	11%
CCOc1ccc(C(=O)N2CCn3c2nc2ccccc23)cc1	-1.3	i	2%	15	1	i	1%	0%
CS(=O)(=O)N1CC(C(=O)NC2CCCC2)Oc2ccc(Cl)cc21 (stereo not drawn)	2.1	i	5%	0	-13	-11%	1%	-6%
O=C(NCCO)c1nc(NCCO)c2ccccc2n1	0.9	i	-5%	3	5	-34%[inhibitor][57.5 µM]	1%	2%
O=C(CSc1nc2ccc(Cl)cc2[nH]1)c1cccs1	-2.1	i	1%	-1	18	-22%	-3%	6%
COc1ccc(N(Cc2cc3ccc(C)cc3[nH]c2=O)C(C)=O)cc1	-3.5	i	-4%	-5	-15	-15%[57.5 µM]	-1%	5%
CCCn1cc(C(CC(=O)O)C(=O)O)c2ccccc21 (stereo not drawn)	-1.9	i	-5%	2	-23	i	0%	14%
O=C(O)Cc1ccc(NC(=O)c2ccc(Cl)c(Cl)c2)cc1	-0.7	i	-4%	10	2	i	2%	10%
Cc1c(Cl)cccc1NC(=S)NCc1ccc2c(c1)OCO2	0.3	i	-2%	1	2	-1%	1%	12%
COc1ccc(OC)c(COC(=O)c2cccc(S(=O)(=O)N3CCCCC3)c2)c1	1.3	i	3%	0	-19	17%	3%	18%

Reformatted: entries from further up.
mol,CCT chaperon mod,pAkt inh,EPAC2 antagonist,D3 ag,D3 antag,PTHR1 ag,Mm-Cpn inhibitor,EPAC2 ag
COc1cccc(N2CCN(c3ccc4nnc(CCC(=O)Nc5ccccn5)n4n3)CC2)c1,0.0,i,-12%,8,19,i,-1%,-2%
COc1ccc(N(Cc2cc3ccc(C)cc3[nH]c2=O)C(C)=O)cc1,-3.5,i,-4%,-5,-15,-15%[57.5 µM],-1%,5%
O=C(CSc1nc2ccc(Cl)cc2[nH]1)c1cccs1,-2.1,i,1%,-1,18,-22%,-3%,6%

Whole records, looked up by structure. Order of values: CCT chaperon mod	pAkt inh	EPAC2 antagonist	D3 ag	D3 antag	PTHR1 ag	Mm-Cpn inhibitor	EPAC2 ag
Shown for `O=C(NCC1CCOCC1)C1Cc2c(-c3ccccc3Oc3ccccc3)ccnc2O1` (stereo not drawn) : 1.0	i	12%	-4	-8	i	.	0%
Shown for `O=C(COC(=O)c1ccc(Br)o1)Nc1cccc(S(=O)(=O)N2CCCCCC2)c1` : 2.5	i	-1%	1	25	-13%[57.5 µM]	-1%	11%
Shown for `COc1cccc(N2CCN(c3ccc4nnc(CCC(=O)Nc5ccccn5)n4n3)CC2)c1` : 0.0	i	-12%	8	19	i	-1%	-2%

More results follow:
SMILES	CCT chaperon mod	pAkt inh	EPAC2 antagonist	D3 ag	D3 antag	PTHR1 ag	Mm-Cpn inhibitor	EPAC2 ag
Clc1ccc(-c2nc3ncccn3c2Cl)cc1	-0.5	i	-5%	4	-12	-5%	-12%	-6%
CC(OC(=O)C1CC(=O)N(Cc2ccccc2)C1)C(=O)Nc1ccccc1[N+](=O)[O-] (stereo not drawn)	1.3	i	-6%	2	-5	i	-3%	1%
O=C(NCCCN1CCCCC1)C1CCN(S(=O)(=O)N2CCC3(CC2)OCCO3)CC1	-0.8	i	7%	-3	-13	i	1%	2%
COc1cccc2cc(C(=O)NCc3ccccn3)c(=O)oc12	0.6	i	10%	-4	4	-12%[57.5 µM]	1%	2%
Cc1cc(C)n(-c2nnc(C)n2/N=C/c2ccc(O)cc2)n1	-1.9	i	8%	-5	-7	2%	5%	21%
Cc1cn2c(nc1=O)OC1CC2OC1CO (stereo not drawn)	-1.4	i	2%	3	2	-23%	0%	2%
Cn1c(=O)c(C#N)c(-c2ccc(F)cc2)c2cc(C(=O)c3cc(Cl)cc(Cl)c3O)cnc21	-0.1	i	50µM*	17	-5	-86%[inhibitor]	-2%	-3%
Cc1c(NC2(C#N)CCCCC2)c(=O)n(-c2ccccc2)n1C	-2.2	i	-4%	4	9	i	-1%	4%
CC1S/C(=C(\C#N)C(=O)NCc2ccco2)N(Cc2ccco2)C1=O (stereo not drawn)	-1.4	.	5%	2	?	-25%[57.5 µM]	0%	-1%[15.6 µM]
COc1cc(/C=C2\CCCc3c2nc2ccccc2c3C(=O)O)cc(Cl)c1O	-0.6	i	2%	-18	-6	-50%[inhibitor]	-10%	6%
CCCC(c1nnnn1Cc1ccco1)N1CCN(c2ccccc2)CC1 (stereo not drawn)	-1.0	i	4%	7	0	-25%	3%	2%
CN(C)CCNC(=O)Nc1ccc(F)cc1F	-0.3	i	-3%	3	3	-9%	3%	3%
CC1CCN(C(=O)c2[nH]cnc2C(=O)Nc2ccon2)CC1	-3.0	i	-8%	-22	7	-29%	-6%	9%

From PubChem
